Keap1-Nrf2 PPI – inhibitors of human Keap1-Nrf2 protein-protein interaction. inhibition, % at 9.4 µM. AID 504523. 0.15% of 340,000 active. Q14145. Keap1 Kelch-Nrf2 peptide fluorescence polarization, 1536-well; in the data active means inhibition above about 12%;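 further: human Keap1 Kelch domain with fluorescein labeled Nrf2 9mer peptide probe; 0% = neutral control wells and 100% = peptide positive control; higher means more block of Keap1 binding to Nrf2 peptide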
Target sequence (Q14145 whole entry, looked up, the tested form may be a part): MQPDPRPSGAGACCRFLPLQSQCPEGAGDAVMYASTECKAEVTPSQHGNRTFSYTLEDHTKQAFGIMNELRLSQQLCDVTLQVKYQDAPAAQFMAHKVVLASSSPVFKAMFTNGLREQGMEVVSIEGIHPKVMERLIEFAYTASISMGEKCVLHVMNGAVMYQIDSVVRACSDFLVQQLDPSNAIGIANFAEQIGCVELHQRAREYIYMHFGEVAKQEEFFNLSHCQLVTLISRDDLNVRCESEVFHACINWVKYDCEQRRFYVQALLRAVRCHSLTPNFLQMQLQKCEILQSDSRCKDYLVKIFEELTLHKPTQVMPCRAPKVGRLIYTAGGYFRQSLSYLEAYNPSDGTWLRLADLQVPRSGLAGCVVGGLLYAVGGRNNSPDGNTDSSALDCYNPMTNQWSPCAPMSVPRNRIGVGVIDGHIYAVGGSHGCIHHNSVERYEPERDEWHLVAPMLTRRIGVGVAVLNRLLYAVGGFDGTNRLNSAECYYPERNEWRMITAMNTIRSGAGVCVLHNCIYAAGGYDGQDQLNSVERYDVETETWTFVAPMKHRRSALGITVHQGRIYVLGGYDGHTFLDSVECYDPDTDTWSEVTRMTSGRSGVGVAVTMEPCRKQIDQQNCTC
cardiac RTF act – cardiac RTF calcium sensitization; IANBD-labeled TnC RTF fluorescence at EC20 calcium; 0% EC20 calcium, 100% full calcium; activation, % at 7.2 µM; 0.24% of 340,000 active; AID 493008;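 active means activation above the mean over all tested compounds plus 3 SD, cut at about 30% in these data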;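 further: rise in fluorescence read as greater calcium sensitivity of cardiac thin filaments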
PvdQ acylase – blocks Pseudomonas aeruginosa PvdQ acylase activity. 0.063% of 340,000 active. purified PvdQ acylase, fluorescence plate reader. inhibition, % at 10 µM; in the data active means inhibition above about 30%, passing the limit was not always enough;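 further: 0% = vehicle neutral wells and 100% = reference inhibitor wells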
dFosB activator – activators of mouse delta FosB homodimer; P13346; activation, % at 25 µM; 0.99% of 340,000 active; purified delta FosB, TAMRA-CDK5 oligo fluorescence polarization; percent of positive-control signal above neutral wells; AID 493131;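 active means mean activation above about 17%, with every replicate also reaching it, limit read from the data, passing the limit was not always enough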;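 further: fluorescence polarization rise as delta FosB binds a TAMRA Cdk5 AP-1 oligo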
Target sequence (P13346 whole entry, looked up): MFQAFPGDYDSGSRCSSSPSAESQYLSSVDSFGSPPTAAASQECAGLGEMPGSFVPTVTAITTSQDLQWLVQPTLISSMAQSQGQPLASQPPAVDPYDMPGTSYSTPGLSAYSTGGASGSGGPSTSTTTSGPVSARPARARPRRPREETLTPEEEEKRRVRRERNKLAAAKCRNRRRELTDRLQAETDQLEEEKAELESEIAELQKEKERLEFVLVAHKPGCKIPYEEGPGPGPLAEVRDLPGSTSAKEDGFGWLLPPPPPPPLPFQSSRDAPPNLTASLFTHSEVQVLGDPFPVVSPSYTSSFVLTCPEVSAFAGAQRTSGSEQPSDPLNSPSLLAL
Mot1-301 SUMO – SUMOylation pathway inhibition by Mot1-301 growth rescue. growth rescue, % at 18.8 µM. S. cerevisiae Mot1-301 growth rescue, ATP luminescence, 38.5C; percent above DMSO median, 100 means doubled. AID 2716. 1% of 320,000 active;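 active means every valid replicate shows activation above 250% relative to neutral control wells; inactive means the rest, any valid replicate at or below 250%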;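 further: OY570 slx delta 5 strain wells were the positive control but not used for scaling; some compounds called inactive have numbers as strong as hits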
NSD2 inh – inhibitors of human histone methyltransferase NSD2; O96028; inhibition, % at 12.5 µM; AID 743445; 0.54% of 310,000 active; NSD2 peptide methylation, AlphaScreen, 120 min; in the data active means inhibition above about 50%
C-LANA FP – KSHV C-LANA DNA binding inhibition | MBP-C-LANA/FAM-LBS DNA binding, fluorescence polarization | 0.078% of 340,000 active | inhibition, % at 9 µM;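 active means highest replicate inhibition at or above 60% at 9 µM, even if other replicates fall short; inactive means all replicates below 60% inhibition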;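 further: 0% = neutral control wells and 100% = 4 µM acridine orange control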
Rtt109 HAT inh – C. albicans Rtt109 histone acetyltransferase inhibition. AID 540336. Q5AAJ8. 0.16% of 330,000 active. purified Rtt109/Vps75, ThioGlo CoA-SH fluorescence, 4 h. inhibition, % at 34.9 µM;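 active means inhibition of at least 50% in every replicate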
PfHsp90 set2 – inhibits growth of yeast expressing Plasmodium falciparum Hsp90. S. cerevisiae expressing PfHsp90, BacTiter-Glo ATP, 48 h; yeast lacking PDR1 and PDR3 efflux regulators. inhibition, % at 9.4 µM. 0.32% of 310,000 active. AID 504621;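 active means every replicate shows inhibition above about 80%, whatever the replicate mean, limit read from the data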;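 further: 0% = DMSO neutral controls and 100% = 20 µM radicicol positive controls; yeast relying on Plasmodium falciparum Hsp90 in place of its own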
CDK5 inh – CDK5/p35 (human) kinase inhibition | Q00535+Q15078 | inhibition, % at 10 µM | Recombinant CDK5/p35, ADP-Glo luminescence, 60 min | 0.01% of 330,000 active;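 active means highest replicate inhibition of at least 50% and at least 75% of replicates reaching 50%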;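 further: plate controls were DMSO neutral control for no effect and GW8510 at 10 µM for full effect; many of its hits are not listed in these tables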
Cardiac RTF inh – cardiac RTF calcium desensitization. inhibition, % at 7.15 µM. P19429+P45379. 0.12% of 340,000 active. AID 493244. IANBD-labeled cardiac RTF, Ca2+ fluorescence;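 active means inhibition above the mean inhibition of all tested compounds plus 3 SD, cut at about 17% in these data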;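 further: assay run at fixed EC70 calcium of 1.6 mM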
Active calls of the source: *; . = not tested or not shown; & = joins results of further samples.

molecule,Keap1-Nrf2 PPI,cardiac RTF act,PvdQ acylase,dFosB activator,Mot1-301 SUMO,NSD2 inh,C-LANA FP,Rtt109 HAT inh,PfHsp90 set2,CDK5 inh,Cardiac RTF inh
O=C(CSc1nnc(-c2ccco2)n1CC1CCCO1)NC1CCCC1 (centres undefined),-1,-5,4,-5,-4,-3,0.2,2,19,8.3,-7
CCOc1cc(C(C#N)N2CCOCC2)ccc1OC (centres undefined),-4,-2,-9,2,-3,1,2.3,-7,4,0.5,0
Cc1ccc(NC(=O)Cn2cnc3ccccc32)cc1C,1,-2,-3,5,-5,0,-2.0,-3,9,0.7,-6
Cc1noc(C)c1-c1nc(CS(=O)(=O)c2ccccc2)no1,-1,1,-3,4,2,21,-0.3,4,10,1.0,-4
C=C(C)CSc1ncc(-c2cccc(C(F)(F)F)c2)cn1,-1,7,-13,0,10,0,0.4,-2,-42,-8.7,-10
O/N=C/CCn1c(=S)sc2ccccc21,0,2,-7,-3,4,0,-0.2,6,-9,-0.2,-8
Cc1cccc(OCCn2c(-c3ccco3)nc3ccccc32)c1,-3,3,10,-10,1,2,0.4,24,-17,0.8,-7
CC(NCC(=O)Nc1ccccc1C(=O)NC1CC1)c1ccc(S(C)(=O)=O)cc1 (centres undefined),-5,-1,3,-3,-14,-1,-1.8,4,3,-0.3,2
Cc1ccc(C)c(NC(=S)N/N=C2\CCc3ccccc32)c1,-5,-1,-8,-6,-25,1,-1.5,14,-51,-3.0,-12
Cc1c(N=C2Nc3cccc4cccc2c34)c(=O)n(-c2ccccc2)n1C,-7&-5,4&-6,-10&-4,-3&-1,-6,0,9.7&0.6,-3&-5,3&-12,-0.5&-1.3,-14&-8
COc1ccc(CCNC(=O)CCC(=O)N2CCOc3ccccc32)cc1OC,2,-5,-8,-4,7,.,0.9,7,-2,-1.8,-7
O=C(COC(=O)c1ccc(Br)cc1)NCCc1ccccc1,-6,6,-14,-4,-6,-2,-0.3,2,16,0.3,-12
O=C(Nc1ccc(N2CCOCC2)cc1)c1ccc(Cl)nc1,-2,7,-4,-7,5,0,2.2,-1,0,2.7,-12
O=C(N/N=C/c1cnc(N2CCOCC2)s1)c1ccccc1,-4,-1,10,-1,-12,-4,1.2,10,19,0.4,-3
Cc1cc(NC(=O)C(C)SCC(=O)OC(C)C(=O)Nc2ccccc2C)no1 (centres undefined),2,0,3,1,-8,2,0.5,4,16,-0.2,6
Cc1nnc(NC(=O)CSc2nnc(C(C)NC(=O)c3ccccc3F)n2C)s1 (centres undefined),0,-5,-14,-13,-6,-2,0.2,2,-6,-0.2,-5
CCCCCC(=O)NC(=S)Nc1ccc(Cl)cn1,-3,1,-13,-3,6,-1,-0.3,-3,-3,-2.1,-26
Cc1ccc(NC(=O)CN(C)C(=O)c2cccc(S(=O)(=O)NCc3cccs3)c2)cc1,-5,3,-9,-10,-4,-2,-0.4,13,.,1.4,-3
Cc1cccc(NC(=O)NNC(=O)c2ccccn2)c1,-11,-2,2,0,-5,2,0.0,7,9,0.7,-5
Cc1cc(C(=O)NCC(=O)OCC(=O)N(C(C)C)C(C)C)ccc1[N+](=O)[O-],2,0,-13,1,544,1,1.8,5,-4,0.5,-2
Cn1nc(-c2ccccc2)c(C(=O)NCC(=O)O)c1Cl,-1,-5,-3,1,0,-1,-1.4,-8,12,1.1,11
CCOC(=O)CC(=O)Nc1nnc(CC(C)C)s1,1,1,-3,-1,273,-4,-1.0,-6,8,0.2,0
COC(=O)CS(=O)(=O)c1ccsc1C(=O)Nc1ccc(F)cc1,-4,2,15,8,2,2,-5.2,13,-6,-0.9,0
CCc1ccc(S(=O)(=O)NC2CCCCNC2=O)cc1 (centres undefined),-7,-7,-13,-5,7,1,-1.6,0,20,2.1,-9
Oc1ccccc1C=NN=CC=Cc1ccccc1,4,-2,-10,-9,.,1,0.1,4,-6,1.6,-2
CCCOc1nc2c(c(=O)n(C)c(=O)n2C)n1Cc1cccc2ccccc12,1,1,-1,-11,1,1,-2.2,1,-34,2.0,-10
CCCc1cc(=O)[nH]c(SCCCCN2C(=O)c3ccccc3C2=O)n1,0,1,-1,-7,236,-1,0.7,7,-11,-0.9,0
O=C1CCCN1CCCNS(=O)(=O)c1cccs1,-4,1,-10,-2,-14,-2,1.7,-13,-4,0.1,-6
CNC(=S)Nc1ccc(N2CCCC2)c(S(=O)(=O)Nc2ccc(OC)cc2)c1,-3,-4,10,-10,105,1,20,15,-19,-0.1,4
C=CCN(c1ccccc1)S(=O)(=O)c1cccc(C(=O)OCC(=O)NC2CC2)c1,1,-3,13,-3,3,34,2.0,-10,-23,-0.8,-1
COc1ccccc1C(=O)NC(=O)COC(=O)c1ccc(NC(=O)CC#N)cc1,2,-2,9,-3,-9,2,-1.8,5,21,-2.7,-4
COc1cc(OC)c(C2CC(=O)N3CN(C)CSC3=C2C#N)cc1OC (centres undefined),-5,1,-3,-1,-5,.,0.1,-3,7,2.7,2
Cc1cc(-c2nc(-c3ccncc3)no2)ccc1[N+](=O)[O-],-4,1,-21,1,17,0,0.3,.,-14,1.7,-10
O=C(NC1CCCc2ccccc21)C1CCN(c2c3c(nc4ncnn24)CCC3)CC1 (centres undefined),-4,-3,8,-5,1,1,0.5,26,.,-0.1,-21
O=C(Nc1ccc(S(=O)(=O)N2CCCCCC2)cc1)c1ccco1,4,-3,-8,-4,119,7,-0.3,1,.,-0.3,9
O=C1NC(c2ccccc2)C(C(=O)c2cccs2)C(O)(C(F)(F)F)N1 (centres undefined),-1,5,-11,0,374*,1,-1.8,-8,5,-2.1,0
Cc1ccc(N2C(=O)C(NC(=O)c3c(F)cccc3F)(C(F)(F)F)C3=C2CC(C)(C)CC3=O)cc1 (centres undefined),-3,-4,-15,-6,-16,3,1.9,-3,-8,.,-3
O=C(COC(=O)CCOc1ccccc1)Nc1ncc(Cl)cc1Cl,5,4,-8,2,9,0,1.0,-8,15,0.5,-4
COc1ccc(CNC(=O)C2CCCN(c3nc4ccccc4o3)C2)c(OC)c1 (centres undefined),-3,6,-1,-7,-10,.,-0.4,0,-1,-0.7,-3
CCCCOc1ccc(CCC(=O)N/N=C/c2ccco2)cc1,-1,0,-12,-5,0,-1,0.3,9,2,0.3,-3

An excerpt of these results, with two lines to a compound:
Sequence of screens: Keap1-Nrf2 PPI	cardiac RTF act	PvdQ acylase	dFosB activator	Mot1-301 SUMO	NSD2 inh	C-LANA FP	Rtt109 HAT inh	PfHsp90 set2	CDK5 inh	Cardiac RTF inh
Cn1nc(-c2ccccc2)c(C(=O)NCC(=O)O)c1Cl
  -1	-5	-3	1	0	-1	-1.4	-8	12	1.1	11
CCOC(=O)CC(=O)Nc1nnc(CC(C)C)s1
  1	1	-3	-1	273	-4	-1.0	-6	8	0.2	0
COC(=O)CS(=O)(=O)c1ccsc1C(=O)Nc1ccc(F)cc1
  -4	2	15	8	2	2	-5.2	13	-6	-0.9	0
CCc1ccc(S(=O)(=O)NC2CCCCNC2=O)cc1 (centres undefined)
  -7	-7	-13	-5	7	1	-1.6	0	20	2.1	-9
Oc1ccccc1C=NN=CC=Cc1ccccc1
  4	-2	-10	-9	.	1	0.1	4	-6	1.6	-2
CCCOc1nc2c(c(=O)n(C)c(=O)n2C)n1Cc1cccc2ccccc12
  1	1	-1	-11	1	1	-2.2	1	-34	2.0	-10
CCCc1cc(=O)[nH]c(SCCCCN2C(=O)c3ccccc3C2=O)n1
  0	1	-1	-7	236	-1	0.7	7	-11	-0.9	0
O=C1CCCN1CCCNS(=O)(=O)c1cccs1
  -4	1	-10	-2	-14	-2	1.7	-13	-4	0.1	-6
CNC(=S)Nc1ccc(N2CCCC2)c(S(=O)(=O)Nc2ccc(OC)cc2)c1
  -3	-4	10	-10	105	1	20	15	-19	-0.1	4
C=CCN(c1ccccc1)S(=O)(=O)c1cccc(C(=O)OCC(=O)NC2CC2)c1
  1	-3	13	-3	3	34	2.0	-10	-23	-0.8	-1
COc1ccccc1C(=O)NC(=O)COC(=O)c1ccc(NC(=O)CC#N)cc1
  2	-2	9	-3	-9	2	-1.8	5	21	-2.7	-4
COc1cc(OC)c(C2CC(=O)N3CN(C)CSC3=C2C#N)cc1OC (centres undefined)
  -5	1	-3	-1	-5	.	0.1	-3	7	2.7	2

Continuation.
molecule,Keap1-Nrf2 PPI,cardiac RTF act,PvdQ acylase,dFosB activator,Mot1-301 SUMO,NSD2 inh,C-LANA FP,Rtt109 HAT inh,PfHsp90 set2,CDK5 inh,Cardiac RTF inh
Nc1nnn(CC(=O)N/N=C/c2ccc(Cl)cc2Cl)n1,-6,12,-12,2,2,-3,-1.4,-1,-14,-4.0,-2
Cc1cc(C)cc(OCC(=O)OCC(=O)Nc2c(C)n(C)n(-c3ccccc3)c2=O)c1,-1,0,2,-10,0,-7,-0.5,11,.,0.5,-2
Cc1ccc(NC(=O)CN2C(=O)NC(Cc3c[nH]c4ccccc34)C2=O)cc1 (centres undefined),-3,-5,18,-4,-1,0,0.0,-3,.,0.0,-6
Cc1cc(C)c(C)c(S(=O)(=O)NC(C(=O)NCCc2ccco2)C(C)C)c1C (centres undefined),-2,-1,1,-5,-21,4,-0.6,2,6,-0.4,-1
N#C/C(=C\c1ccc(OCC(N)=O)cc1)c1ccccc1,7,1,27,-13,7,-2,-2.4,-3,21,-0.8,-10
Cc1ccc2c(COC(=O)CNS(=O)(=O)c3ccccc3)cc(=O)oc2c1,1,-2,-6,-11,4,-2,0.2,0,7,0.5,-4
COc1cccc(C(=O)N2CCN(Cc3cccc(F)c3)CC2)c1,1,3,-1,3,-2,-2,0.2,3,.,-2.0,-5
O=C(N/N=C/c1ccc(-c2ccc([N+](=O)[O-])cc2)o1)C(O)c1ccccc1 (centres undefined),5,-4,-4,-5,414,-2,-3.4,-2,-27,-1.2,3
S=c1[nH]nc(-c2ccccn2)n1/N=C/c1c(Cl)cccc1Cl,-3,4,-6,2,136,-4,-0.9,4,13,0.8,0
COc1cc(OC)c2ccc(=O)oc2c1C(CC(=O)N1CCCC(C)C1)c1ccc2c(c1)OCO2 (centres undefined),-11,-2,-14,-10,-5,.,-0.7,2,32,2.7,3
Cc1cc(/C=C2/C(=N)N3C(c4ccccc4)=CSC3=NC2=O)c(C)n1-c1ccccc1,-4,5,-12,-16,-7,23,-1.6,-4,0,0.8,6
Cc1ccc(NC(=O)C2CCCN2C(=O)NC2CCCCC2)cc1 (centres undefined),-4,-5,-6,-7,-14,-3,1.3,-8,-5,-0.2,-1
